Bioassay records from PubChem.
TNAP activation fold: human TNAP enzyme activators, primary screen, biochemical, luminescent, no phosphate acceptor, uHTS (AID 1001); purified TNAP, luminescent activation assay, no phosphate acceptor; higher activation fold means a stronger effect; activation fold at 20 µM; hits with a dose series show EC50 in µM; 200,000 compounds, 0.03% hits; in the data active = activation fold from about 3, or a potency from the dose series; inactive = the rest, 99 in 100 with activation fold below about 1.6; also: many of its hits are not listed in these tables
Lipid droplet: hepatic lipid droplet formation modulation | AID 1656 | inhibition, % at 6.5 µM | AML12 mouse hepatocytes, oleate lipid droplets, BODIPY imaging | 240,000 compounds, 0.4% hits;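 active = lipid droplet intensity inhibited by at least 50%, with more than 500 cells counted; inconclusive = wells with under 300 cells, treated as cytotoxic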
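Assay system: AML12 mouse liver cells | Compound dosing: One dose, 6.5 µM compound | Read-out basis: Droplet intensity reduction, % inhibition | Measured by: Fluorescence imaging, 20x objective, two fields per well | Schedule: Overnight treatment with compound plus oleate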
T cell HTS: T cell immune modulators affecting CD8 T cell-vesicle binding; 2C CD8+ T cell-vesicle binding, flow cytometry; stronger effect = lower value; 330,000 compounds, 0.068% hits; calls only at 7 µM;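 active = response, share of CD8 T cells binding vesicles, and their 90th percentile fluorescence all below set limits, cut at about 80% in these data, passing the limit was not always enough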
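Read-out – percent CD8+ FL2 mean versus row control · System – murine 2C transgenic CD8+ T lymphocytes · Times – 1.5 h cell–vesicle binding at 37 °C, then 20 min icy labelling · Control set – naked vesicles low, QL9 vesicles with vehicle high · Detection – cytometric PE anti-B7-1 and Alexa647 anti-CD8 signals after 1% paraformaldehyde fixation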
MT stabilize HCS: stabilizes microtubules in HeLa cells | % tubulin-high responders, % at 10 µM | HeLa tubulin immunostaining HCS, 24 h; share of cells brighter than vehicle mean+2SD | 200,000 compounds, 0.83% hits;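 active = plate Z-score above 3 for both tubulin-high and condensed-nucleus cell shares, with cell loss under 80%, at 10 µM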;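 also: anti alpha tubulin signal scored within the nucleus-defined area of each cell; some results filed as inactive read as strong as hits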
Dynein cargo inh: dynein cargo transport inhibition | 3617.4 mouse cells, GR-EGFP nuclear translocation imaging; test concentration mostly 20 µM; stimulated with dexamethasone, 1 µM; stronger effect = lower value | z-score, hits read low | 220,000 compounds, 0.47% hits;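 active = plate z-score of nuclear minus cytoplasmic receptor signal below a set negative limit, without overly bright fluorescence or cell loss, cut at about -3.5 in these data, passing the limit was not always enough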;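 also: z-score of nuclear minus cytoplasmic ring GR-EGFP intensity difference per well; some compounds called inactive have numbers as strong as hits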
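Buffer or medium: tet-free, stripped-serum medium; Also added: dexamethasone, 1.0 µM final; Technique: high-content fluorescence imaging after fixation; Times: 48 h induction, 1 h compound, 30 min dex at 37 °C; Read-out: per-cell GR-EGFP intensity, nucleus versus surrounding cytoplasmic ring, well-averaged.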
Myeloid diff 2: myeloid differentiation induction | 360,000 compounds, 1% hits | ER-HoxA9 myeloid progenitors, lysozyme-GFP differentiation, flow cytometry | AID 624256 | calls only at 10 µM;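 active = normalized GFP-positive differentiation at or above the plate's own cutoff, the solvent-only control mean plus 3 SD; inconclusive = no clear call, values can overlap the other calls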;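 also: cells exposed to compound for four days before flow analysis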
Insulin prom up: MIN6 insulin promoter up-regulation | AID 1625 | 190,000 compounds, 0.3% hits | MIN6 insulin promoter-GFP reporter, high-content imaging; stronger effect = higher value | z-score at 5 µM;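 active = z-score above 3 at 5 µM with at least 500 cells counted in the well; inconclusive = wells under 500 cells, flagged as cytotoxic or low count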
PMI inhibitors: inhibitors of human PMI, primary screen, biochemical, fluorescence intensity, coupled assay (AID 1209); purified PMI enzyme, coupled fluorescence intensity; higher % means a stronger effect; 190,000 compounds, 0.42% hits; inhibition, % at 20 µM; hits with a dose series show IC50 in µM; in the data active = inhibition above about 50%;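 also: plate controls were DMSO vehicle for no effect and wells lacking substrate for full effect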
b-catenin transl: beta-catenin nuclear translocation modulation; HeLa beta-catenin nuclear translocation, immunofluorescence imaging; nuclear translocation activity, % at 5 µM; 190,000 compounds, 0.3% hits;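 active = nuclear translocation activity above 50% at 5 µM, with a well cell count of 50 or more; inconclusive = wells under 50 cells across six images, flagged as toxic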;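 also: per-cell ratio of nuclear to cytoplasmic median beta-catenin stain intensity; plate controls were DMSO negative control for no effect and GSK-3 inhibitor IX positive control for full effect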
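Assay system: human HeLa cells, native beta-catenin; doses: 5 µM primary, 0.02–20 µM confirmation; incubation: compound treatment 24 h, 37°C, 5% CO2; technique: fluorescence imaging of beta-catenin antibody stain plus DAPI; measure: % activation, nuclear-to-cytoplasmic median beta-catenin signal ratio per cell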
Dynein cargo inh cytoplasmic EGFP: recorded beside Dynein cargo inh, whose call it bears; z-score; measured here: cytoplasmic GR-EGFP intensity; stronger effect = higher value
Dynein cargo inh nuclear GR-EGFP: also measured in Dynein cargo inh; calls as there; z-score; measured here: nuclear GR-EGFP intensity;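 lower value marks the stronger effect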
Dynein cargo inh cell count: further read-out of Dynein cargo inh, marked with its call; z-score; measured here: cell count per field
Insulin prom up cell count: also measured in Insulin prom up; calls as there; cell count; measured here: cytotoxicity, nuclei count;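 total cells summed across four imaged fields per well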
Lipid droplet cells 6.5 µM: recorded beside Lipid droplet, whose call it bears; cell count; measured here: cell count, cytotoxicity flag;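 cells counted across two imaged fields per well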
b-catenin transl cell count 5 µM: recorded beside b-catenin transl, whose call it bears; cell count; measured here: cell count, cytotoxicity flag
T cell HTS vesicle-bound %: second read-out of T cell HTS, no call of its own (marks repeat the call); double positive events, %; measured here: CD8+ vesicle-bound cell fraction;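 binding gate set so that unloaded-vesicle control wells show 10% double positive cells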
MT stabilize HCS Hoechst-high %: recorded beside MT stabilize HCS, whose call it bears; % Hoechst-high responders; measured here: nuclear condensation Hoechst responders;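 share of cells brighter than vehicle mean plus two SD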
MT stabilize HCS cytotoxicity %: recorded beside MT stabilize HCS, whose call it bears; toxicity, %; measured here: cytotoxicity by cell density;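 0% = mean cell density of plate MIN control wells and 100% = no cells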
Myeloid diff 2 GFP+ MAC1+ %: recorded beside Myeloid diff 2, whose call it bears; GFP+ MAC1+ double positive, %; measured here: differentiation confirmed by MAC1 staining
Active calls of the source: *; i = inactive; ? = inconclusive; / = no result given; + = active, no number.

SMILES	TNAP activation fold	Lipid droplet	Lipid droplet cells 6.5 µM	T cell HTS	T cell HTS vesicle-bound %	MT stabilize HCS	MT stabilize HCS Hoechst-high %	MT stabilize HCS cytotoxicity %	Dynein cargo inh	Dynein cargo inh cytoplasmic EGFP	Dynein cargo inh nuclear GR-EGFP	Dynein cargo inh cell count	Myeloid diff 2	Myeloid diff 2 GFP+ MAC1+ %	Insulin prom up	Insulin prom up cell count	PMI inhibitors	b-catenin transl	b-catenin transl cell count 5 µM
Cc1occc1C(=O)NNC(=S)Nc1cccc([N+](=O)[O-])c1	2.5	/	/	i	27	3.0	1.8	3.8	-0.39	0.14	-0.24	0.48	i	1.1	1.5	1633	7%	0.4	1332
COC(=O)CCC(=O)OC1(C)C(=O)C2=COC(c3ccc(OC)cc3)=CC2=C(Br)C1=O (stereo not drawn)	/	/	/	i	34	/	/	/	-0.31	-0.65	-0.21	-0.41	/	/	0.9	1078	/	-1.7	1179
O=C(Cn1cnc2cc([N+](=O)[O-])ccc2c1=O)Nc1ccccc1-c1ccccc1	/	0	724	i	21	/	/	/	0.04	0.24	0.15	0.0033	i	0.2	1.2	1461	/	1.9	1230
CS(=O)(=O)N1CCCC(C(=O)NCc2ccc(F)cc2)C1 (stereo not drawn)	1.1	-4	737	i	18	3.8	2.7	5.1	-0.013	-0.21	0.43	0.4	i	0.7	-0.09	1312	3%	-1.7	1083
CCOC(=O)/C(=C\c1cccc(O)c1)c1nc2sc(C)c(C)c2c(=O)[nH]1	1	-36	619	i	46	7.1	4.8	7.5	-4.4*	1.4*	-2.1*	-0.35*	i	0.0	0.38	1246	44%	0.8	1188
NS(=O)(=O)c1cccc(NC(=O)Nc2ccccc2)c1	/	2	703	i	34	/	/	/	0.35	-0.15	0.81	-0.068	i	0.5	0.73	911	/	-1.0	1239
CCOC(=O)C(=NC(C)C)NNc1cc(Cl)ccc1Cl	1.1	13	655	i	54	2.0	2.3	0.3	-0.19	-0.25	-0.081	0.85	i	0.1	-0.14	1490	-13%	2.8	994
CC(C)(C)c1ccc(C(=O)NNc2ccc(F)cc2F)cc1	/	-11	700	i	54	/	/	/	-0.7	-0.25	0.45	0.057	i	0.5	-0.43	1106	/	-1.1	1300
CCc1ccccc1NC(=O)Nc1cc(F)ccc1F	1.1	-9	710	i	60	5.8	1.6	4.5	0.17	-0.25	0.61	-0.11	i	0.5	0.22	1444	0%	0.3	1512
CCn1c(=O)cc(OCC(=O)Nc2ccc3c(c2)OCCO3)c2ccccc21	1.1	8	665	i	31	4.1	2.5	6.1	-0.67	-0.16	-0.057	0.12	i	0.8	-0.08	1177	14%	-1.0	1067
O=C(c1ccc2c(c1)OCCO2)N1CCN(c2ccc([N+](=O)[O-])cc2)CC1	1	0	645	i	48	2.7	2.3	12	1.4	-0.1	1.1	-1.3	/	/	-0.36	1245	11%	0.1	1092
Brc1ccc(-c2csc(-c3ccncc3)n2)cc1	1.1	4	651	i	44	3.1	3.0	11	0.29	-0.095	0.12	-0.79	i	0.3	-0.26	1377	-5%	/	/
Cc1ccccc1NC(=O)c1onc2c1CCCC2	1	/	/	i	28	2.6	1.8	11	0.39	-0.23	0.83	0.027	i	0.6	2.5	1405	-14%	-2.2	1337
COc1ccc(CCC(=O)Nc2nc(-c3ccncc3)cs2)cc1	1	1	695	i	40	3.9	2.1	9.3	-0.59	-0.24	-0.22	-0.37	/	/	0.29	1240	-18%	2.1	1098
CC(C)CN(C(=O)COC(=O)c1nc(Cl)ccc1Cl)C1CCS(=O)(=O)C1 (stereo not drawn)	1.1	1	693	i	42	6.9	1.9	7.1	-0.056	-0.35	0.29	0.66	i	0.0	-0.35	1244	-16%	-4.0	1105
Cc1cc(N(C)C)c(C#N)c(N2CCCCC2)n1	1.2	/	/	i	22	2.2	3.2	9.6	0.18	-0.43	-0.25	1.3	i	0.3	-0.17	1250	5%	3.8	1139
Nc1ccc(C23CC4CC(CC(O)(C4)C2)C3)cc1	1.1	/	/	i	22	1.1	1.1	4.9	-1.2	-0.16	-0.56	0.38	i	0.5	0.82	1278	6%	0.1	654
CCOc1ccccc1C(=O)NN1C(=O)CCC1=O	1	-16	724	i	45	3.1	2.2	0.7	2.3	-0.26	1.7	-1.4	i	0.5	0.1	1267	4%	/	/
O=S(=O)(N1CCCCC1)N1CCN(c2cc(Cl)ccc2Cl)CC1	1	-15	641	i	36	4.5	1.5	9.3	0.42	-0.37	0.36	-0.37	i	0.0	-0.26	1469	10%	-1.7	1093
CC(=O)c1cccc(NC(=O)Cn2nc(-c3ccc(Cl)cc3)ccc2=O)c1	1	17	709	i	31	3.1	2.5	6.5	-0.43	-0.32	-0.038	0.84	i	0.6	-0.48	1515	12%	0.7	1011
COC(=O)Nc1nnc(-c2ccncc2)s1	1	10	681	i	24	1.9	1.5	5.5	-0.53	-0.21	-0.045	-0.086	i	0.3	0	1734	32%	-0.1	945
Cc1cc(NCCCn2ccnc2)n2ncc(-c3ccc(Cl)cc3)c2n1	1	/	/	i	12	4.3	3.7	4.2	-0.69	-0.13	-0.98	-0.08	?	/	/	/	5%	/	/
CC(C)NCc1c(O)c(Br)cc2oc3c(c12)CCCC3	1	-12	668	/	/	2.5	1.2	6.2	-0.63	-0.16	0.2	0.73	i	0.7	-0.28	1789	19%	0.6	1001
CCC(C)NC(=O)Cn1nc([N+](=O)[O-])c(Cl)c1C (stereo not drawn)	1.1	4	620	i	46	0.5	1.7	11	-0.61	-0.047	-0.78	0.83	i	0.8	-0.14	1866	6%	0.2	1063
CSc1nc(C)cc(C)c1C#N	1.1	/	/	i	37	3.2	1.0	3.9	0.17	-0.2	0.21	-0.74	+	6.4*	-0.67	1597	6%	-0.9	1298
CC(=O)Nc1ccc2c(c1)nc1n2CCN(C(C)c2ccccc2)C1 (stereo not drawn)	1.1	1	728	i	41	3.5	3.5	7.2	0.28	-0.12	0.44	0.05	i	0.2	0.53	1380	-46%	0.5	1607
c1ccc(C2CCCN(Cc3nc(CC4CC4)no3)CC2)cc1 (stereo not drawn)	1.1	-4	596	i	46	2.0	2.3	10	-1.2	-0.12	-0.63	1	i	0.6	0.08	1117	/	-0.6	1572
CCN(CC)S(=O)(=O)c1ccc(N2CCOCC2)c(NC(=O)C(C)(C)C)c1	/	18	615	i	53	/	/	/	-0.41	-0.75	-0.43	0.12	i	0.6	-0.13	994	/	-0.1	1330
Cc1nn(Cc2ccccc2)c2c1C(c1cccnc1)C(C#N)=C(N)O2 (stereo not drawn)	1	28	870	i	44	1.1	0.7	5.4	0.13	0.25	0.28	-0.91	i	0.7	2.2	828	0%	/	/
COc1cc(C(=O)Nc2ccc3c(c2)OCCO3)c(-n2cnnn2)cc1OC	1.1	/	/	i	26	3.3	1.8	6.3	0.61	-0.23	0.23	-0.36	i	1.7	-0.28	1694	3%	1.2	1327
O=C(O/N=C1/CCCc2occc21)c1ccccc1	1	/	/	i	54	3.5	1.2	8.0	-0.29	-0.21	-0.33	0.47	i	1.0	0.56	1544	-4%	-0.5	1440
COc1ccc(-c2nc3cccc(C)n3c2NCc2ccco2)cc1OC	1.1	-40	709	i	49	4.8	3.4	8.4	-1.4	-0.34	-0.45	0.55	i	0.9	-0.61	1687	8%	-1.8	1043
N#CC1=C(N)C(C#N)(C#N)[C@H](c2ccsc2)[C@H]2COCC=C12	1.1	-5	697	i	16	3.0	2.0	2.3	-1.1	-0.17	-0.24	-0.32	i	1.2	0.14	995	13%	1.4	882
COc1cc(/C=N\NC(=O)OC(C)(C)C)ccc1OC(=O)c1ccco1	1.1	12	651	i	28	3.2	2.1	5.0	0.69	-0.26	-0.26	0.00056	i	0.2	0.9	1349	17%	0.6	1049
CC1(C)C2C(Cl)(Cl)C2(C)c2ccccc2N1C=O (stereo not drawn)	/	-27	710	i	35	/	/	/	-0.69	-0.28	-0.41	1.9	i	0.4	0.22	1104	/	0.1	1343

Some of the entries so far, in CSV form.
mol,TNAP activation fold,Lipid droplet,Lipid droplet cells 6.5 µM,T cell HTS,T cell HTS vesicle-bound %,MT stabilize HCS,MT stabilize HCS Hoechst-high %,MT stabilize HCS cytotoxicity %,Dynein cargo inh,Dynein cargo inh cytoplasmic EGFP,Dynein cargo inh nuclear GR-EGFP,Dynein cargo inh cell count,Myeloid diff 2,Myeloid diff 2 GFP+ MAC1+ %,Insulin prom up,Insulin prom up cell count,PMI inhibitors,b-catenin transl,b-catenin transl cell count 5 µM
CSc1nc(C)cc(C)c1C#N,1.1,/,/,i,37,3.2,1.0,3.9,0.17,-0.2,0.21,-0.74,+,6.4*,-0.67,1597,6%,-0.9,1298
CC(=O)Nc1ccc2c(c1)nc1n2CCN(C(C)c2ccccc2)C1 (stereo not drawn),1.1,1,728,i,41,3.5,3.5,7.2,0.28,-0.12,0.44,0.05,i,0.2,0.53,1380,-46%,0.5,1607
